# CSN inh: inhibitors of human CSN-mediated cullin deneddylation | Q92905 | Purified CSN, SCF-Nedd8-OG deneddylation, fluorescence polarization | inhibition, % at 12.5 µM | actives 0.38% (n = 360,000);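 active = pattern-corrected inhibition above about 35%, with an unprinted fluorescence ratio check between 0.5 and 1.5, limit read from the data, passing the limit was not always enough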;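 note: 0% = enzyme with substrate and 100% = substrate without enzyme; some results filed as inactive read as strong as hits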
#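 test system = HEK293T-derived human Csn5 enzyme | amount = 0.24 nM Csn5 enzyme, final concentration | medium = Tris/NaCl/DTT buffer, pH 7.5 | schedule = 90 min reaction at room temperature | signal = FP | evaluation = inhibition of Csn5 cleavage, % | compound dosing = single dose of 12.5 µM compound with 0.25% DMSO | probe or stimulus = 10 nM SCFSkp2-Nedd8OG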
# NadD block: blocks S. aureus nicotinate mononucleotide adenylyltransferase; actives 0.78% (n = 360,000); inhibition, % at 20 µM; purified NadD enzyme, colorimetric absorbance read-out; in the data active = inhibition above about 26%; note: some compounds past the cut are filed as inactive
# Scp1 inh: Scp-1 (human) phosphatase inhibition; inhibition, % at 20 µM; Q9GZU7; Recombinant Scp1, phosphopeptide, malachite green phosphate absorbance; actives 0.88% (n = 340,000);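 active = inhibition above about 50% at 20 µM, limit read from the data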;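 note: plate controls were DMSO wells with enzyme for no effect and wells lacking enzyme for full effect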
# Target sequence (Q9GZU7 76-261 limits assumed): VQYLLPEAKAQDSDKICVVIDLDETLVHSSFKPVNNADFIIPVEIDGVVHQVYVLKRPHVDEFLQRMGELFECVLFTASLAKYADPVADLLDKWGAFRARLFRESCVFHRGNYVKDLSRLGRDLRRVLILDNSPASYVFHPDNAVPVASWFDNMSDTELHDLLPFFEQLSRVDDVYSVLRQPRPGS
#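 System: SCP-1 catalytic domain; Reagent: Phospho 17-mer peptide substrate; Doses: one concentration, 20 µM, with 1.0% DMSO; Incubation: 45 min room-temperature reaction, 5 min colour, 30 min stabiliser; Signal: Phosphate-binding colour reagent, absorbance read at 630 nm.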
# LMPTP block: LMPTP (human) inhibition | P24666 | recombinant LMPTP-A, OMFP fluorogenic substrate, fluorescence intensity | inhibition, % at 20 µM | actives 0.22% (n = 360,000);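 active = compounds that cut the enzyme signal by at least half of the control window in the single-dose screen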;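 note: plate controls were DMSO wells with enzyme plus substrate for no effect and substrate without enzyme for full effect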
# Target sequence (P24666 whole entry, looked up): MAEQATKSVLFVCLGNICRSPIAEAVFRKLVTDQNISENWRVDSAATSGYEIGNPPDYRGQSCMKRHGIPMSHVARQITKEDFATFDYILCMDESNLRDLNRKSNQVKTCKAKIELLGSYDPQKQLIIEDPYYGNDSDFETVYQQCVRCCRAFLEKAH
#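 Test system: LMPTP-A phosphatase enzyme. Amount: LMPTP-A at 0.625 nM final in the reaction. Reagent: OMFP substrate, 400 µM final. Times: 50 min at room temperature. Signal: endpoint fluorescence intensity from OMFP dephosphorylation. Read-out basis: % inhibition. Benchmarks: no-enzyme and uninhibited controls.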
# SUMO1-SIM PPI: alters human SUMO1 binding to SIM partners; inhibition, % at 20 µM; AID 602429; SUMO1 binding to a labelled peptide, TR-FRET, 1 h; P63165; actives 0.33% (n = 360,000); in the data active = inhibition above about 37%
# Target sequence (P63165 whole entry, looked up): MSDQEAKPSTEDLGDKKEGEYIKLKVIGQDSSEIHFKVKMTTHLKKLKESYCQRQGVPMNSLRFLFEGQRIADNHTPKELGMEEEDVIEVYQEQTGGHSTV
# STEP block: inhibitors of human striatal-enriched phosphatase STEP; inhibition, % at 20 µM; recombinant STEP, OMFP fluorogenic substrate, fluorescence; P54829; actives 0.25% (n = 360,000);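 active = inhibition at 20 µM, scaled per plate between control wells, above about 37%, limit read from the data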;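 note: 0% = DMSO with enzyme and substrate and 100% = substrate only without enzyme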
# Target sequence (P54829 whole entry, looked up): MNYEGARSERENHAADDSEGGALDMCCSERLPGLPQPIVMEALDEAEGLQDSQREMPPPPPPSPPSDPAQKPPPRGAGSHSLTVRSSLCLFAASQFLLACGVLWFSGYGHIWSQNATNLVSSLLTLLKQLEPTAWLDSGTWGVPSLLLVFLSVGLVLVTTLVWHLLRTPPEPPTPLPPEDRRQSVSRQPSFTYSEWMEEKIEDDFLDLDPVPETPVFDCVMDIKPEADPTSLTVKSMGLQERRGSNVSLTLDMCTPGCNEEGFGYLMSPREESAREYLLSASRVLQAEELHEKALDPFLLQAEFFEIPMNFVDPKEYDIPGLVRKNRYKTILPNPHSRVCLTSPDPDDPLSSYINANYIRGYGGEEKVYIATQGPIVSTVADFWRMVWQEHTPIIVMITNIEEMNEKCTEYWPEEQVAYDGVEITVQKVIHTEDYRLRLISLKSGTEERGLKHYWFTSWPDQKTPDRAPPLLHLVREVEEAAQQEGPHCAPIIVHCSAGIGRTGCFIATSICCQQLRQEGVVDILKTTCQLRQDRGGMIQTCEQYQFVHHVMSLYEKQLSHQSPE
#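 Material: STEP (striatal-enriched tyrosine phosphatase) enzyme, cell-free | Medium: 50 mM Bis-Tris pH 6.0 with 2.5 mM DTT and 0.005% Tween 20 | Read-out: Percent inhibition scaled to no-enzyme and uninhibited-enzyme controls, plate-pattern corrected | Signal: Fluorescence read at 480 nm ex / 540 nm em | Times: 20 min reaction, room temperature, in the dark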
# Neddylation inh: blocks human cullin neddylation; P61081+Q13564; TR-FRET cullin neddylation, biochemical; calls only at 25 µM; actives 0.58% (n = 360,000); in the data active = inhibition above about 36%
# Rpn11 inh: inhibitors of human proteasome Rpn11. human 26S proteasome, Ub4-pepOG fluorescence polarization; 20S core pre-blocked with epoxomicin. actives 0.59% (n = 360,000). calls only at 20 µM. AID 588493;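 active = inhibition at 20 µM, scaled to each plate's controls, above about 33%, limit read from the data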
# Rin1 Abl inh: blocks binding of human Rin1 to Abl; TR-FRET Rin1/Abl binding, biochemical; inhibition, % at 7.35 µM; actives 0.4% (n = 360,000); in the data active = inhibition above about 5%, passing the limit was not always enough
# DNMT1 block: blocks human DNA methyltransferase DNMT1; DNMT1 molecular beacon, Hinp1I cleavage, fluorescence; inhibition (reported as % activation of signal), % at 10 µM; actives 0.83% (n = 360,000); in the data active = inhibition above about 50%
# Active calls of the source: *; i = inactive; / = not tested or not shown.
SMILES,CSN inh,NadD block,Scp1 inh,LMPTP block,SUMO1-SIM PPI,STEP block,Neddylation inh,Rpn11 inh,Rin1 Abl inh,DNMT1 block
Cc1cccc(C(=O)NNC(=O)CCC(=O)Nc2cccc(Cl)c2C)c1,-1.0,-31.6,-6.7,-1.1,-0.1,-0.5,i,i,-1.3,-1.1
COCc1ccc(CN2CCCC(CO)(Cc3cccc(OC)c3)C2)o1 (stereo not drawn),5.5,-3.2,6.0,-0.9,-6.6,-1.3,i,i,-1.2,-0.8
O=C(c1cnn2c(C(F)F)cc(-c3ccccc3)nc12)N1CCCc2ccccc21,-0.8,-5.9,-8.5,3.2,-8.8,4.0,i,i,-2.8,-6.6
CN(Cc1ccccc1)C(=O)COc1ccc2ccccc2c1,6.4,-2.6,-11.4,1.6,5.2,-1.8,i,i,-1.5,-11.1
CCOC(=O)c1cc(-c2ccc(OC)cc2)n(CCC(=O)NCCN2CCC(C)CC2)c1C,-0.2,-9.2,-1.8,-2.2,-0.6,1.7,i,i,1.5,-1.4
COc1ccc(C(CNC(=O)COc2ccc(Cl)cc2C)N2CCCCC2)cc1 (stereo not drawn),-1.0,-5.5,-8.2,-0.4,5.2,-0.4,i,i,-0.2,0.6
Cc1nn(Cc2cccc(F)c2)c(C)c1NC(=O)c1c(Cl)cnn1C,3.5,3.5,-9.6,-1.0,2.4,2.4,i,i,-0.3,-1.3
CCCCN1CNC(=S)N(c2cc(C)ccc2C)C1,8.2,1.9,-2.4,-1.4,-6.3,3.1,i,i,-0.8,-3.1
CCc1ccccc1Nc1nc(N)nc(COC(=O)c2cccn2C)n1,4.1,-3.5,2.3,0.3,3.4,-0.4,i,i,-7.3,-8.3
COc1cc(/C=C/C(=O)O)cc(S(=O)(=O)Nc2cc(Cl)c(Cl)cc2Cl)c1OC,-1.0,3.9,0.8,-1.4,15.9,-1.3,i,i,-4.7,-1.9
Cc1nc(NC(=O)c2ccc(-c3cc4ccccc4oc3=O)cc2)ccc1Br,-12.4,6.8,2.6,1.7,8.2,0.6,i,i,0.1,40.4
CNC(=O)C12N=CNN=C1N(C)C(=O)N2C (stereo not drawn),1.0,-2.5,-5.0,-0.1,-0.2,-0.4,i,i,-1.6,-3.3
O=C(Nc1ccncc1)Nc1cccc(C(F)(F)F)c1,2.9,-10.1,1.1,5.6,1.6,0.5,i,i,5.1,1.1
CCOC(=O)Cc1cc(=O)[nH]c(=O)[nH]1,-3.2,-1.8,-8.0,-1.7,1.9,1.9,i,i,-0.2,-1.3
CCOc1ccc(NC(=O)COC(=O)c2cccnc2)cc1,-1.2,0.5,-3.4,-1.2,1.9,-4.6,i,i,0.5,-1.8
CCOC(=O)C1C(c2cc(OC)c(O)c(OC)c2)NC(=S)NC1(O)C(F)(F)F (stereo not drawn),-11.4,0.6,-5.2,0.2,11.7,-1.3,i,i,-3.2,-0.8
c1ccc(C(c2nnnn2C2CCCC2)N2CCCCCC2)nc1 (stereo not drawn),4.8,0.9,-1.1,-1.8,-3.9,1.9,i,i,0.7,4.0
CC(C)N1C(=S)SC2CS(=O)(=O)C=C21 (stereo not drawn),-5.3,-3.8,-3.0,-2.8,-1.9,4.1,i,i,0.2,-1.2
c1ccc2c(-c3nnc4n3CCCCC4)c[nH]c2c1,-2.7,0.7,-2.7,0.7,-1.9,0.8,i,i,1.7,1.3
COc1ccc(N=C/C=C2/C=C(c3ccccc3)OC(C)(C)O2)cc1,-0.9,3.1,-6.7,-1.9,-3.6,0.3,i,i,1.5,-5.5
Cc1ccc(OCc2cc(C(=O)N3CCc4[nH]cnc4C3c3ccccn3)no2)cc1C (stereo not drawn),-0.7,12.6,-1.4,-0.6,-5.7,0.1,i,i,-0.4,-1.3
CCN1CCN(C(CNS(=O)(=O)c2cccs2)c2cccnc2)CC1 (stereo not drawn),-0.1,1.2,-8.5,2.5,1.1,-1.4,i,i,1.9,4.5
Cc1nnc(N/N=C/c2cc(C)n(-c3ccc(F)cc3)c2C)n1N,-0.3,1.9,-7.6,-1.0,3.8,-5.1,i,i,2.1,-10.1
Cc1ccccc1OCc1nc(-c2ccc(NC(=O)c3ccc4c(c3)OCO4)cc2)no1,-0.6,-5.9,-19.6,-2.6,0.5,-5.3,i,i,-6.2,7.5
Cc1onc(-c2c(F)cccc2Cl)c1C(=O)Oc1ccccc1,-2.7,-7.1,/,0.7,3.9,-0.2,i,i,-1.8,2.6

# Gathered by group, those above containing an NH in an aromatic ring.
SMILES,CSN inh,NadD block,Scp1 inh,LMPTP block,SUMO1-SIM PPI,STEP block,Neddylation inh,Rpn11 inh,Rin1 Abl inh,DNMT1 block
CCOC(=O)Cc1cc(=O)[nH]c(=O)[nH]1,-3.2,-1.8,-8.0,-1.7,1.9,1.9,i,i,-0.2,-1.3
c1ccc2c(-c3nnc4n3CCCCC4)c[nH]c2c1,-2.7,0.7,-2.7,0.7,-1.9,0.8,i,i,1.7,1.3
Cc1ccc(OCc2cc(C(=O)N3CCc4[nH]cnc4C3c3ccccn3)no2)cc1C (stereo not drawn),-0.7,12.6,-1.4,-0.6,-5.7,0.1,i,i,-0.4,-1.3

# Continuation.
SMILES,CSN inh,NadD block,Scp1 inh,LMPTP block,SUMO1-SIM PPI,STEP block,Neddylation inh,Rpn11 inh,Rin1 Abl inh,DNMT1 block
CCOc1ccccc1-c1nc(-c2ccc(C)nc2OC)no1,0.9,-2.5,0.5,-0.2,2.4,-1.4,i,i,-0.8,-4.2
CCOC(=O)c1[nH]ncc1CN1CCCC(C(=O)c2ccc(OC)c(OC)c2)C1 (stereo not drawn),3.6,6.6,-1.4,-0.2,1.9,-1.0,i,i,6.8,1.1
Cc1c(-c2ccc(Cl)cc2Cl)nc2ccccc2c1C(=O)NCCN1CCOCC1,-0.1,-9.1,-7.1,-0.3,-1.2,-0.8,i,i,3.7,-2.8
CC(C)OC(=O)C1C(=O)CC(C)(O)C(C(=O)OC(C)C)C1c1cccc([N+](=O)[O-])c1 (stereo not drawn),12.5,-4.2,-8.3,-1.0,-5.6,-1.2,i,i,3.2,-1.2
CCCCn1c(CN2CCN(c3ccc(F)cc3)CC2)nc2c1c(=O)n(C)c(=O)n2C,-4.5,8.8,2.4,0.1,2.8,-0.1,i,i,-1.0,-0.7
COc1ccc(OCCn2cc(C=O)c3ccccc32)cc1,-9.1,-3.6,-14.6,-0.1,0.1,-0.2,i,i,-2.6,1.4
CC(C)N(CC(N)=O)c1ccc(S(=O)(=O)N2CCCC2)cn1,2.1,5.7,-1.4,-2.3,17.3,-3.9,i,i,-1.1,2.8
O=C(NCC1CCCO1)c1csc2c1CCCCC2 (stereo not drawn),1.0,6.7,-5.2,-0.5,1.8,-1.6,i,i,1.4,4.8
CCN(C(=O)c1cc2c(=O)[nH]c3ccc(C)cc3c2s1)c1ccccc1F,0.3,-6.2,3.5,-1.8,18.3,3.1,i,i,-0.1,63.4*
NS(=O)(=O)c1cc2c(cc1Cl)NC(CSCc1ccccc1)=NS2(=O)=O,-4.5,-2.2,-13.9,-1.8,3.9,0.3,i,i,-2.2,2.3
COc1cc(/C=C/C=C2/CC/C(=C/C=C/c3ccc(O)c(OC)c3)C2=O)ccc1O,115.2*,70.3*,39.3,13.1,10.7,-7.7,i,/,6.2,90.3*
Cc1cccc(S(=O)(=O)NCC2CCCO2)c1 (stereo not drawn),1.6,-5.0,5.2,-1.1,-0.2,-0.7,i,i,1.8,3.8
COc1ccc(Cl)cc1S(=O)(=O)NC(C)C(=O)NCc1ccncc1 (stereo not drawn),-2.5,3.7,-7.1,-0.5,0.9,-1.2,i,i,5.2,0.1
Cc1c(NC(=O)CSc2n[nH]c(=O)n2-c2ccccc2)c(=O)n(-c2ccccc2)n1C,-5.7,-0.6,-7.3,-1.5,-0.9,3.0,i,i,0.7,0.0
CC(=O)CCC(=O)N1CCCC(CNC(=O)c2ccc(-c3ccccc3)cc2)C1 (stereo not drawn),-1.2,-1.2,-5.6,-2.3,5.5,-1.6,i,i,2.5,-1.9
Cc1ccccc1CNC(=O)CCCn1ncn2c(cc3occc32)c1=O,-0.2,0.3,-3.1,0.9,-4.7,0.1,i,i,-0.2,-1.5
COc1ccc(N2CCN(S(=O)(=O)c3ccc4c(c3)NC(=O)CS4)CC2)cc1,5.1,-1.7,-11.0,1.4,-2.6,-2.2,i,i,3.0,5.9
O=C(O)CCN1C(=O)C2C3CC(C2C1=O)C1C(c2ccccc2)c2sc(=O)[nH]c2SC31 (stereo not drawn),3.8,-0.6,-3.9,-2.3,0.9,-2.1,i,i,0.8,2.5
Cc1cccc(N2CC(C(=O)NCc3ccco3)CC2=O)c1C (stereo not drawn),-0.9,-6.0,-7.6,-1.2,-1.3,-1.0,i,i,-1.0,4.3
Cc1c(C(=O)OC(C)C)sc(NC(=O)C2CCCO2)c1C(=O)OC(C)C (stereo not drawn),5.4,-6.1,-10.2,2.4,3.5,8.4,i,i,-6.5,1.0
O=c1c2ccccc2nc(-c2ccco2)n1Cc1ccccc1,-0.2,-2.5,-4.3,1.2,0.1,-0.2,i,i,0.7,5.1
CC(=O)NCC(=O)NC(C(=O)Nc1ccc2c(c1)OCCO2)c1ccccc1 (stereo not drawn),-4.9,1.7,-3.3,-1.7,2.4,-2.7,i,i,-1.4,1.9
CCCCCC(=O)N1CC2(CC)CN(C(=O)CCCCC)CC(CC)(C1)C2=O,-1.6,-3.0,-7.2,-2.4,2.6,-2.8,i,i,-1.1,8.4
Cc1ccc(OCC(=O)Nc2cccnc2Cl)cc1C,0.6,-6.6,1.8,-1.3,1.3,-0.1,i,i,-2.5,2.5
O=C(CSc1nnc(-c2cccs2)n1C1CC1)NC1CCS(=O)(=O)C1 (stereo not drawn),-1.8,-5.7,-5.2,-0.4,-3.0,-0.1,i,i,1.2,3.2
O=C(O)CCCN=Cc1c(O)c2ccccc2oc1=O,-9.9,-6.7,-3.4,-0.2,0.0,0.1,i,i,2.9,-0.5
COc1cc(OC)c(C(=O)Nc2ccc(S(=O)(=O)N3CCCCC3)cc2)cc1OC,-2.0,-3.3,1.0,1.6,1.4,2.2,i,i,0.0,-3.9
Cc1ccc2nc(-c3ccc(NC(=O)CN4C(=O)NC(C)(c5ccc(OC(F)F)cc5)C4=O)cc3)sc2c1 (stereo not drawn),3.8,23.8,-2.7,0.5,-3.1,-2.0,i,i,-2.1,13.4

# Part of the list above in order of number of heavy atoms, highest first.
SMILES,CSN inh,NadD block,Scp1 inh,LMPTP block,SUMO1-SIM PPI,STEP block,Neddylation inh,Rpn11 inh,Rin1 Abl inh,DNMT1 block
Cc1c(NC(=O)CSc2n[nH]c(=O)n2-c2ccccc2)c(=O)n(-c2ccccc2)n1C,-5.7,-0.6,-7.3,-1.5,-0.9,3.0,i,i,0.7,0.0
COc1cc(OC)c(C(=O)Nc2ccc(S(=O)(=O)N3CCCCC3)cc2)cc1OC,-2.0,-3.3,1.0,1.6,1.4,2.2,i,i,0.0,-3.9
O=C(NCC1CCCO1)c1csc2c1CCCCC2 (stereo not drawn),1.0,6.7,-5.2,-0.5,1.8,-1.6,i,i,1.4,4.8
